From PubChem BioAssay
CDK5 inh: blocks human CDK5/p35 kinase activity; 0.01% of 330,000 active; inhibition, % at 10 µM; Recombinant CDK5/p35, ADP-Glo luminescence, 60 min;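 active = highest replicate inhibition of at least 50% and at least 75% of replicates reaching 50%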;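 also: plate controls were DMSO neutral control for no effect and GW8510 at 10 µM for full effect; many of its hits are not listed in these tables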
V-ATPase pHluor: yeast V-ATPase proton transport regulation by pHLuorin | AID 504577 | S. cerevisiae, pHLuorin cytosolic pH fluorescence | 0.37% of 350,000 active | response, % at 10 µM; in the data active = response mostly above about 7.3%, no sharp cut-off; inactive = mostly below about 5.4%; also: actives read high; inactives centre near 0; some compounds called inactive have numbers as strong as hits
Tat export inh: blocks Tat-dependent protein export in E. coli; 0.036% of 340,000 active; inhibition, % at 10 µM; E. coli MC4100 TorA-mCherry Tat export, fluorescence;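 active = mean replicate inhibition at least 50% and at least half of replicates individually reaching 50%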;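 also: exported cargo escapes ClpAP degradation while cytoplasmic cargo is degraded and loses fluorescence; 0% = median of neutral control wells and 100% = median of NaSCN control wells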
CAL PDZ FP-1: blocks peptide binding to the human CAL PDZ domain; purified CAL PDZ, TMR-peptide fluorescence polarization, 1 h; inhibition, % at 24.9 µM; 0.92% of 300,000 active; AID 602252;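 active = mean inhibition of at least 30% with at least half of replicates also reaching 30%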;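 also: 0% = DMSO neutral control and 100% = excess unlabeled competitor peptide PRC23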
Wnt act: activates Wnt/beta-catenin signaling in a reporter cell assay; activator, plate reader; activation, % at 9.35 µM; 1.2% of 300,000 active; in the data active = activation above about 30%, passing the limit was not always enough;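 also: 0% = neutral control wells and 100% = positive control wells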
cardiac RTF act: increases calcium sensitivity of human cardiac regulated thin filaments. AID 493008. IANBD-labeled TnC RTF fluorescence at EC20 calcium; 0% EC20 calcium, 100% full calcium. activation, % at 7.2 µM. 0.24% of 340,000 active;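 active = activation above the mean over all tested compounds plus 3 SD, cut at about 30% in these data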;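 also: rise in fluorescence read as greater calcium sensitivity of cardiac thin filaments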
Rtt109 HAT inh: inhibitors of Candida albicans Rtt109/Vps75 histone acetyltransferase; Q5AAJ8; purified Rtt109/Vps75, ThioGlo CoA-SH fluorescence, 4 h; inhibition, % at 34.9 µM; 0.16% of 330,000 active; AID 540336;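 active = inhibition of at least 50% in every replicate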
Target sequence (Q5AAJ8 whole entry, looked up): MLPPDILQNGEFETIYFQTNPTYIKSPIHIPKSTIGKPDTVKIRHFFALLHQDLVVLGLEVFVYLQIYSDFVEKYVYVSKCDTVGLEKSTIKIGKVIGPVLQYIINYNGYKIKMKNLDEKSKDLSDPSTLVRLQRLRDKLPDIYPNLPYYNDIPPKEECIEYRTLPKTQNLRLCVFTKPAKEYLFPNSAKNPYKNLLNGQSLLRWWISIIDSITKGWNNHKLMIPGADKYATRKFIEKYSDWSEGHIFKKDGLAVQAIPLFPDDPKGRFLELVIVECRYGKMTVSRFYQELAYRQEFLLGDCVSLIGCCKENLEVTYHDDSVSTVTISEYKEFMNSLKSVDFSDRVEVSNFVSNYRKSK
MITF TRPM1 HTS: MITF TRPM1 promoter activation in melanoma cells; AID 588334; 0.75% of 300,000 active; SK-MEL-5 TRPM1-promoter luciferase, 24 h; % of positive control, neutral wells = 0; activation, % at 12.5 µM;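 active = mean activation of at least 80% with every replicate also reaching 80%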;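 also: 0% = neutral control wells and 100% = parthenolide positive control wells; values of inactives mirror those of a sister screen read the other way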
CAL PDZ FP-2: human CAL PDZ-peptide interaction inhibition | inhibition, % at 20 µM | AID 504414 | 0.02% of 330,000 active | purified CAL PDZ, TMR-peptide fluorescence polarization, 1 h | Q9HD26;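 active = highest replicate inhibition of at least 40%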;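 also: plate controls were DMSO neutral control wells for no effect and unlabeled competitor peptide control wells for full effect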
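Test system: purified CerCALP PDZ construct; Compound dosing: one concentration, 20 µM compound; Also added: TMR-labelled reporter peptide T*-PRC34 bound in PDZ groove; Read-out: inhibition from polarization loss; Controls: unlabelled peptide and DMSO controls; Signal: FP readout, S and P plane fluorescence; Incubation: 1 h at RT.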
dFosB activator: enhances mouse delta FosB homodimer DNA binding; activation, % at 25 µM; P13346; AID 493131; purified delta FosB, TAMRA-CDK5 oligo fluorescence polarization; percent of positive-control signal above neutral wells; 0.99% of 340,000 active;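 active = mean activation above about 17%, with every replicate also reaching it, limit read from the data, passing the limit was not always enough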;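 also: fluorescence polarization rise as delta FosB binds a TAMRA Cdk5 AP-1 oligo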
Target sequence (P13346 whole entry, looked up): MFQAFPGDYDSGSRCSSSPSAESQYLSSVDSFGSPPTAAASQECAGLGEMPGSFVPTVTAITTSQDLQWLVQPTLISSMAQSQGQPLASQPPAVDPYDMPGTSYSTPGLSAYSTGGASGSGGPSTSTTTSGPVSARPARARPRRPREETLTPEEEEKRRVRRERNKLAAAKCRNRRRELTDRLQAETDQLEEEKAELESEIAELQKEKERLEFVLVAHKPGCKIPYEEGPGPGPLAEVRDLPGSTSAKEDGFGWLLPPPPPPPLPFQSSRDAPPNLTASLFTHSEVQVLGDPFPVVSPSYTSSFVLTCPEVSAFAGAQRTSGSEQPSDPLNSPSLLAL
The depositor's hits bear a star; nt = not tested or not shown.

SMILES	CDK5 inh	V-ATPase pHluor	Tat export inh	CAL PDZ FP-1	Wnt act	cardiac RTF act	Rtt109 HAT inh	MITF TRPM1 HTS	CAL PDZ FP-2	dFosB activator
Cc1ccc2c(c1)C(=O)CC1(CCCC1)O2	-2.5	7	0	-2	-4	-3	-6	3	-0.3	-4
CCn1cc(-c2cc(C(=O)O)on2)c(C)n1	-0.4	-1	2	1	2	nt	9	8	0.1	-3
N#Cc1ccc(CSc2nnc(-c3cccnc3)n2-c2ccccc2)cc1	-4.3	2	0	-2	nt	2	nt	-13	-2.0	1
Cc1ccccc1OCC(=O)O/N=C(\N)Cc1ccc(Cl)cc1	-0.6	2	6	1	nt	-4	-10	2	-1.1	-2
CC(C)(C)C(O)C(Cc1ccccc1Cl)n1cncn1 (stereo unspecified)	0.4	-4	3	1	1	1	-6	7	0.7	-11
O=C(Nc1ccc(-c2nnc(-c3ccco3)o2)cc1)C(c1ccccc1)c1ccccc1	-0.1	1	-2	2	nt	4	3	21	-1.1	-5
O=c1[nH]c(/C=C/c2cccc(Br)c2)nc2ccccc12	-0.6	8	6	nt	2	9	3	nt	0.6	-32
O=C(Nc1cccc(C(=O)NC2CCCCC2)c1)c1ccccc1	-4.1	2	13	-2	-1	-2	0	2	-1.4	-10
CC1(C)CC(=O)c2sc(N3CCCCC3)nc2C1	-0.3	-2	2	-19	nt	1	-11	50	-0.7	-3
O=C(CCS(=O)(=O)c1ccccc1)Nc1ccccc1F	0.4	-2	1	26	18	-4	nt	10	-0.4	-19
CCN(C[C@H]1N[C@@](CC)(C(=O)OC)[C@H]2C(=O)N(Cc3ccccc3)C(=O)[C@@H]12)S(=O)(=O)c1ccc(C)cc1	0.6	3	4	-2	-2	0	3	-8	-1.5	-12
CCOc1ccc(S(=O)(=O)N2CCCCC2)cc1NC(=O)CN1CCCC1c1cccs1 (stereo unspecified)	1.0	-3	5	6	4	-2	1	-21	-0.1	-10
COc1ccc(S(=O)(=O)O/N=C2\CCCc3ccccc32)cc1	-1.6	-1	1	-5	1	12	-1	6	nt	-2
O=C(Nc1ccc([N+](=O)[O-])cc1)c1cccc(S(=O)(=O)Nc2ccccn2)c1	-2.6	1	-2	-6	-4	10	-2	4	-5.5	2
Cc1ccnc(NC(c2ccccc2O)c2oc(CO)cc(=O)c2O)c1 (stereo unspecified)	0.5	-2	-12	-3	27	-2	-3	0	-2.0	-6
COc1ccccc1NC(=O)c1sc2ncn(CC(=O)N3CCC(C)CC3)c(=O)c2c1C	-0.4	1	3	-1	2	-2	-5	2	-1.4	-1
Cc1cccc(Oc2cc(NC(=O)c3ccccc3)cc([N+](=O)[O-])c2)c1	-0.7	0	5	-1	nt	-7	-5	0	-1.8	-11
Cc1cccc(NC(=O)C(=O)NCc2ccc3c(c2)OCO3)c1C	-0.6	-1	-7	0	0	1	-2	-7	-3.7	5
CC(=O)c1c(C)[nH]c(C(=O)Nc2ccc(C)c(S(=O)(=O)Nc3ccc(C)cc3C)c2)c1C	-0.6	0	2	-6	-1	-3	-2	-16	-2.8	-9
Cc1ccc2oc(=O)cc(CN3CCOCC3)c2c1	-0.4	0	2	nt	nt	-4	2	-23	-0.8	-9
COC(=O)c1ccc(CNS(=O)(=O)c2ccc3ccccc3c2)cc1	1.7	1	3	-4	0	-1	-7	2	-2.1	-4
CCCCNC(=O)COC(=O)c1cc(F)c(F)cc1Cl	-0.7	-3	1	-2	0	-7	1	-3	-0.1	4
Cc1nc(C)c(C(=O)N/N=C/c2cc(Br)ccc2O)s1	-4.8	-1	0	-4	0	1	-6	-61	-6.8	8
COc1ccccc1NCCC(=O)OCC(=O)Nc1cc([N+](=O)[O-])ccc1F	0.6	1	11	-8	4	0	-6	8	-0.1	-9
O=c1[nH]c2ccccc2nc1-c1c[nH]c2ccccc12	-0.6	0	-9	-6	4	-11	-1	8	1.4	4
O=C(c1cccs1)N(Cc1ccco1)Cc1cc2ccccc2[nH]c1=O	-2.2	-2	-9	1	-2	-3	7	5	-1.8	-7
COc1ccc(C(=O)OCC(=O)NC(C)CCc2ccccc2)c(OC)c1 (stereo unspecified)	-1.7	-1	3	-4	-4	13	-2	-19	-1.6	-2
COc1cccc(C(=O)NNC2OC(CO)C(O)C2O)c1 (stereo unspecified)	0.7	1	-8	-3	-1	-3	1	2	-0.1	-3
CCn1nc(C(=O)OCC(=O)c2ccc(F)cc2)c2ccccc2c1=O	-2.9	-1	-7	-9	-1	-1	nt	-9	-1.1	-21
CC(C)c1ccc(S(=O)(=O)N2CCN(C(=O)c3ccc(N4CCCC4)c([N+](=O)[O-])c3)CC2)cc1	-3.4	2	-4	-3	-1	3	2	1	-0.5	-5

One compound at a time (already shown). Values in the order: CDK5 inh	V-ATPase pHluor	Tat export inh	CAL PDZ FP-1	Wnt act	cardiac RTF act	Rtt109 HAT inh	MITF TRPM1 HTS	CAL PDZ FP-2	dFosB activator
CCCCNC(=O)COC(=O)c1cc(F)c(F)cc1Cl across the screens: -0.7	-3	1	-2	0	-7	1	-3	-0.1	4
COc1ccc(S(=O)(=O)O/N=C2\CCCc3ccccc32)cc1 across the screens: -1.6	-1	1	-5	1	12	-1	6	nt	-2

Next compounds follow.
SMILES	CDK5 inh	V-ATPase pHluor	Tat export inh	CAL PDZ FP-1	Wnt act	cardiac RTF act	Rtt109 HAT inh	MITF TRPM1 HTS	CAL PDZ FP-2	dFosB activator
O=C1CC2(CCN(C(=O)c3cccc(F)c3)CC2)Oc2ccccc21	-0.3	5	7	17	-2	1	-5	-5	-0.5	-8
N#CCCN1CCN(S(=O)(=O)c2ccc3c(c2)CCC3)CC1	-3.8	3	6	-9	0	7	-2	-4	1.1	-5
O=C(N/N=C/c1ccccn1)c1ccc([N+](=O)[O-])cc1Cl	0.6	-2	-8	-5	1	3	-7	-3	-1.0	1
Cc1sc2ncnc(SCC(=O)NC(C)(C)C)c2c1C	0.5	2	7	-3	-2	8	-4	0	-1.0	-7
O=C(O)c1ccccc1SCc1cn2cc(Cl)ccc2n1	-0.1	-2	1	1	43*	3	2	-6	-3.2	2
CCCc1cc(C(=O)Nc2ccc(C(=O)c3ccccc3)cc2)n(C)n1	1.3	4	13	-5	-2	4	-1	0	-2.9	-12
CC[C@]12c3[nH]c4cc(-c5ccco5)ccc4c3CCN1C(=O)[C@@H](CC(=O)NCc1ccc(OC)c(OC)c1)C[C@@H]2C(=O)N1CCN(C(=O)c2ccco2)CC1	1.4	0	7	3	-3	-5	5	-16	0.8	-22
O=C(Nc1ccccc1C(=O)N1CCCC1)c1cccc(S(=O)(=O)N2CCCCCC2)c1	2.1	3	1	-1	nt	5	6	10	-0.5	-13
COc1cc(C(=O)Nc2ccc3c(c2)nc(C)n3C)cc(OC)c1OC	0.1	0	1	nt	0	2	-4	-16	-1.0	-9
Cc1ccc(C(=O)OCC(=O)c2c[nH]c3ccccc23)cc1S(=O)(=O)N1CCOCC1	1.6	-3	0	1	-3	-7	0	-13	0.3	-3
CCN1C(=O)[C@H]2[C@@H](c3ccc(-c4cccc(Cl)c4)cc3)N[C@@](Cc3ccccc3)(C(=O)OC)[C@H]2C1=O	0.4	4	6	-2	-2	-3	-1	1	-0.2	-4
O=C(C1CCN(S(=O)(=O)Cc2ccccc2)CC1)N1CCN(c2ncccn2)CC1	-0.6	2	-7	-1	nt	-1	-2	18	-1.8	1
COCCn1cnc2c1c(=O)n(Cc1ccccc1C#N)c(=O)n2Cc1ccccc1	-0.4	0	-2	-7	0	-3	-1	3	-1.8	-5
COc1ccc(S(=O)(=O)N(CC(=O)O)Cc2ccccc2)cc1OC	2.3	0	1	-3	2	3	4	6	-0.1	7
CCn1nc(C(=O)OC(C(=O)c2c[nH]c3ccccc23)c2ccccc2)c2ccccc2c1=O (stereo unspecified)	-6.0	-2	-3	1	nt	2	2	2	nt	-4
COC(=O)c1c(NC(=O)c2ccoc2C)sc(C)c1C	0.1	5	0	-3	4	4	-7	-10	-2.8	3
CCCCSc1nnc(CSc2nc3nc(C)cc(C)n3n2)o1	-0.2	-3	-2	0	-1	-3	-7	0	0.0	0
CCCC(C(=O)Nc1ccc(S(=O)(=O)Nc2ncccn2)cc1)c1ccccc1 (stereo unspecified)	1.3	-2	0	-3	-3	-3	3	-6	-1.0	-3
CC(=O)Nc1ccc(N(C(=O)Cc2cccs2)C(C(=O)NC2CCCC2)c2ccncc2)cc1 (stereo unspecified)	1.2	2	11	-2	1	-6	12	-5	-1.6	2
CCCC(=O)Nc1ccccc1NC(=O)c1ccc(OCC)c(OCC)c1	1.2	-1	-7	4	-1	2	17	-11	-0.4	-6
CCOC(=O)CN1C(=O)N[C@@H](c2ccccc2)[C@@H](C(=O)OC)[C@H]1C	0.4	-2	-3	0	-3	0	3	-5	0.3	3
O=C(CCc1nc2sc3c(c2c(=O)[nH]1)CCCC3)NCCc1ccccc1	-0.3	-5	2	-1	3	-8	3	7	-1.1	-3
CCCN(CC(=O)Nc1ccccc1C)C(=O)Cc1cccs1	-0.5	2	2	-7	3	-3	3	-1	-0.3	-4
CCCn1c(SCC(=O)N2CCc3ccccc32)n[nH]c1=O	0.0	1	0	nt	2	6	3	7	-1.2	-4
CC1=CC2=NC(=O)/C(=C\c3cccn3CCOc3ccccc3)C(=N)N2O1	-0.5	-1	0	-3	-9	-6	18	-10	-3.8	-5
Cn1c(SCc2ccc(F)cc2)nnc1-c1cnccn1	4.2	-3	-2	nt	4	0	-4	nt	-0.6	-1
COc1ccc(CC(=O)NCc2cn3ccsc3n2)cc1	-0.2	-4	-6	-3	nt	11	6	1	-0.4	1
COc1cc(NC(=S)N2CCCCC2C)cc(OC)c1OC (stereo unspecified)	0.5	5	-6	-3	-3	-1	-4	5	-0.8	0
Cc1cccc(NC(=O)c2cnc3sccn3c2=O)c1	2.6	8	-6	-4	29	-1	2	nt	-1.5	-14
Cc1noc(C)c1C(=O)Nc1sc2c(c1C(N)=O)CCCCC2	-0.4	1	2	7	1	-3	-1	18	-0.6	-6
COc1ccc(C(=O)Nc2cc(C)nn2-c2cccc(F)c2)cc1OC	0.0	-2	-1	5	1	0	-7	2	-0.9	-5
COc1cccc(NC(=O)[C@H](Cc2ccccc2)NC(=O)[C@@H]2Cc3ccccc3CN2)c1	0.1	0	-9	nt	1	3	17	0	-2.8	-8
O=C(CSc1ncnc2sc3c(c12)CCCC3)c1ccco1	2.7	-6	14	-1	nt	2	8	32	-0.6	-34
CCOCN(C(=O)Cn1c(CO)nc2ccccc21)c1c(C)cccc1CC	-0.3	0	1	-7	-5	4	3	13	-0.7	-16
CCc1noc(C)c1C(=O)N1CCN(S(=O)(=O)c2ccc(C(C)C)cc2)CC1	0.4	0	10	-1	-4	-4	-9	-5	-1.6	-7
CCOc1ccc(CCNC(=O)C2=C(C)C(=O)OC23CCCCC3)cc1OCC	0.6	-3	-8	-9	7	-3	-10	-5	-0.4	-1
CSCCC(NS(=O)(=O)c1ccccc1F)C(=O)N1CC=C(c2ccccc2)CC1 (stereo unspecified)	0.0	-3	2	7	0	-4	-4	3	-1.9	-9
CCOc1ccc(OCCC(=O)N(CCCOC)c2c(N)n(Cc3ccccc3)c(=O)[nH]c2=O)cc1	-3.6	0	2	-3	-3	8	-8	5	-2.9	-8
CC(C)C[C@H](NC(=O)c1nc[nH]c1C(=O)NC(c1ccccc1)c1ccccc1)C(=O)OC(C)(C)C	0.5	0	-1	-1	-2	5	1	-7	-0.1	-9
